# Source: PubChem BioAssay (several laboratories)
# NPY-Y1 PAM-ag – human NPY-Y1 potentiation or agonism, primary screen. P25929. NPY-Y1 expressing cells, potentiator/agonist activation. activation, % at 3.6 µM. hit rate 0.37% among 220,000. AID 1304; in the data active = activation above about 33%, passing the limit was not always enough;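 note: cells stimulated with NPY at EC10 then isoproterenol at EC100; 0% = low agonist plus stimulus and 100% = saturating agonist plus stimulus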
# S1P4 agonist – human S1P4 receptor agonism; O95977; S1P4-expressing cell line, agonist reporter assay; activation, % at 4.98 µM; hit rate 0.35% among 220,000; AID 1509; in the data active = activation above about 11%;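 note: 0% = DMSO vehicle and 100% = reference agonist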
# eIF4E 4G PPI – inhibitors of eIF4E and eIF4G interaction in translation initiation | inhibition, % at 21.7 µM | P63073+Q04637 | hit rate 0.37% among 220,000 | TR-FRET eIF4E-eIF4GI(517-606) binding, 2 h;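 active = inhibition above about 30%, limit read from the data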;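 note: 0% = full FRET control wells and 100% = background wells lacking eIF4GI fragment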
# NPY2 pot ag – potentiators or agonists of human neuropeptide Y receptor Y2 | P49146 | cells expressing NPY-Y2, potentiator/agonist read-out | activation, % at 3.6 µM | hit rate 0.45% among 220,000 | AID 1359; in the data active = activation above about 27%;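 note: cells stimulated with NPY near EC25 plus isoproterenol at EC100; 0% = vehicle plus submaximal agonist and 100% = vehicle plus saturating agonist; some results beyond the cut were filed as inactive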
# NPY-Y1 antag – NPY-Y1 (human) receptor antagonism. HEK293-CNG Y1 cells, membrane potential fluorescence; NPY at EC95, then isoproterenol. P25929. AID 1040. hit rate 1% among 200,000. inhibition, % at 3.6 µM;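 active = inhibition above the campaign mean inhibition of all tested compounds plus 3 SD, cut at about 20% in these data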;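 note: 0% = DMSO wells given NPY plus isoproterenol and 100% = isoproterenol alone without NPY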
#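 Benchmarks – high control isoproterenol alone, low control NPY with isoproterenol · Material – HEK293 Y1/CNG channel cell line · Times – dye 3 h, compound 60 min room temperature, stimulation 45 min · Probe or stimulus – NPY (25 nM), isoproterenol (1 µM), Ro 20-1724 (25 µM) · Evaluation – % inhibition of NPY effect · Signal – fluorescence, membrane potential probe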
# EP2 mod – EP2 receptor (human) modulation; induction, % at 25 µM; P43116; AID 940; EP2-expressing cells, cAMP HTRF FRET, PGE2 co-stimulation; hit rate 0.83% among 260,000;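 active = compounds whose cAMP rise, as percent of the full-agonist control response, exceeds 60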;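 note: rat C6 glioma line stably carrying human EP2 under a CMV promoter; the protocol text gives 20 µM as final concentration; 100% = response of wells given 1 µM PGE2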
# p97 inhibitor – blocks human p97 ATPase activity; hit rate 0.42% among 220,000; recombinant p97 ATPase, Kinase-Glo ATP luminescence, 3 h; P55072; inhibition, % at 8 µM; in the data active = inhibition above about 15%;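 note: 0% = DMSO vehicle and 100% = wells lacking enzyme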
# Target sequence (P55072 whole entry, looked up): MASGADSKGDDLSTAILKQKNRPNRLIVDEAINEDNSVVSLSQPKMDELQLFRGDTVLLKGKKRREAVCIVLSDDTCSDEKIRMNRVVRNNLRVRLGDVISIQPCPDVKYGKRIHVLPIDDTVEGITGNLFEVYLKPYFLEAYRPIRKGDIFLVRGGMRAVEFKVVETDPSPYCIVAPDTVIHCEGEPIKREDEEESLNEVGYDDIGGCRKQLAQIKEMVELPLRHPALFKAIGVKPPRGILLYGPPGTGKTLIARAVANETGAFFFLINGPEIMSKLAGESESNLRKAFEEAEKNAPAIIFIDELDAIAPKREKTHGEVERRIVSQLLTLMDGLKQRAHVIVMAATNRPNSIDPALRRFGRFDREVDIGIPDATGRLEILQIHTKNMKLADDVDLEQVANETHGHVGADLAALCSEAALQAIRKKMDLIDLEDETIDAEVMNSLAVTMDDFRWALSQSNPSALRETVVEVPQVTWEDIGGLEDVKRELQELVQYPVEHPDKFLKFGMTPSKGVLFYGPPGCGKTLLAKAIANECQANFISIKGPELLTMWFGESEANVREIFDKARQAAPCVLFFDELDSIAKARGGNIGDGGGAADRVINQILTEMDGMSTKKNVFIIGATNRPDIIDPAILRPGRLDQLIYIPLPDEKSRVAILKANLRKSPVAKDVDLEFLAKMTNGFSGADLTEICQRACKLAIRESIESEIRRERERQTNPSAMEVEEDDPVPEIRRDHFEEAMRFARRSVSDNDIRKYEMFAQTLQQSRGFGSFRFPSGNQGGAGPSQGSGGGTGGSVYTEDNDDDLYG
# PGE2 EP2 inh – blocks the human prostaglandin E2 receptor EP2; C6 glioma cells expressing human EP2, cAMP TR-FRET; cells stimulated with saturating PGE2; hit rate 0.52% among 260,000; inhibition, % at 25 µM; AID 1422; P43116;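 active = percent inhibition above 40 after rounding to a whole number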;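 note: rat C6 glioma host cells with rolipram phosphodiesterase inhibitor present; the protocol text gives 20 µM as final concentration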
# S1P4 antag – antagonists of human S1P4 receptor; S1P4-expressing cells, antagonist mode, reporter read-out; inhibition, % at 4.98 µM; hit rate 0.26% among 220,000; AID 1510; in the data active = inhibition above about 29%;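 note: 0% = wells stimulated with agonist and 100% = vehicle wells without agonist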
# An asterisk follows results filed as active; · = no result given; & = joins results of further samples; [ ] = dose if it differs, or a comment. Some of the compounds tested; rates above refer to the full screens.
no.	Compound	NPY-Y1 PAM-ag	S1P4 agonist	eIF4E 4G PPI	NPY2 pot ag	NPY-Y1 antag
1	Cc1nc2ccc(NS(=O)(=O)c3ccc(C)c(C)c3)cc2s1	0	2.3	10	1	4
2	CC(=O)CCS(=O)(=O)c1ccc(C)c(C)c1	5	-1.1	-2	12	2
3	O=C1C2CC=CCC2C(=O)N1CC1CCCO1 (stereo unspecified)	-40	1.0	4	-3	2
4	COc1ccc(C(=O)COC(=O)c2ccc(NC(C)=O)cc2)cc1[N+](=O)[O-]	14	0.7	-4	-8	-3
5	O=C(O)C1CCCN(S(=O)(=O)c2ccc(Br)s2)C1 (stereo unspecified)	6	-0.4	-1	-12	-1
6	Cn1cc(C=O)c2ccccc21	-5	0.9	3	-5	-5
7	O=C(CCN1C(=O)c2ccccc2C1=O)C1=NN[C@@H]2C(=O)N(c3ccc(F)cc3)C(=O)[C@H]12	-10	0.5	1	4	1
8	Cc1ccc(-c2nnc(C)c(N3CCCC3)n2)cc1	12	1.9	-1	-6	4
9	CCOC(=O)c1sc(-c2ccccc2)cc1NC(=O)Nc1ccccc1	-16	25*	3	3	-4
10	Fc1ccc(F)c(NC(=S)NCCc2ccccc2)c1	23	0.5	-4	24	-2
11	O=C1CCC(C(=O)NCCN2C(=O)S/C(=C\c3cccnc3)C2=O)=NN1	-2	-0.8	1	2	0
12	CCOC(=O)C1C(=O)C=C(/C=C/c2ccc(N(C)C)cc2)CC1c1ccccc1 (stereo unspecified)	10	3.1	6	2	6

no.	EP2 mod	p97 inhibitor	PGE2 EP2 inh	S1P4 antag
1	-51	-2	13	-19
2	4	4	8	-18
3	0	-1	4	-6
4	1	3	14	2
5	5	3	6	-15
6	-15	-5	9	2
7	2	5	4	-17
8	-1	-1	9	-7
9	23	1	5	-1
10	-58	2	6	2
11	9	-2	8	-11
12	28	1	15	-3

# (list continues)
no.	Compound	NPY-Y1 PAM-ag	S1P4 agonist	eIF4E 4G PPI	NPY2 pot ag	NPY-Y1 antag
13	O=C(COC(=O)c1ccc[nH]c1=O)NC1CCCCCC1	-3	-0.1	0	-1	-5
14	CC1CCc2ccccc2N1C(N)=Nc1ccccc1 (stereo unspecified)	0	0.2	5	1	8
15	O=C(c1ccncc1)N1CCN(C2CCC(c3ccccc3)CC2)CC1 (stereo unspecified)	1	-1.8	-2	-15	·
16	NNC(=O)c1csc(-c2ncc(C(F)(F)F)cc2Cl)n1	-2	-2.5	1	-14	·
17	CNC(=S)N(CCc1c(C)[nH]c2ccc(OC)cc12)Cc1cccnc1	1	0.6	1	4	-1
18	Cc1ccc(S(=O)(=O)Oc2ccc(/C=N/NC(=O)c3nn(C)cc3[N+](=O)[O-])cc2)cc1	-17	0.4	1	-3	-2
19	C/C(=N\NC(=S)NC1CCCCC1)c1cccs1	-2	-0.6	-2	-7	5
20	Cn1c(=O)c2c(SC3CCCC3)nc(C3CC3)nc2n(C)c1=O	-1	-0.7	-2	6	3
21	CCc1ccc(NC2CC(=O)N(CCc3ccc(OC)c(OC)c3)C2=O)cc1 (stereo unspecified)	10	1.1	5	-5	5
22	CCOC(=O)C1(CCCc2ccccc2)CCN(Cc2ccn[nH]2)CC1	-8	0.8	3	-17	3
23	O=C(Cn1nnc(-c2cccs2)n1)NCc1ccco1	-6	-2.1	-1	-1	-2
24	CCCc1nn2c(=O)c(C(c3cccc(Cl)c3)c3c(O)nc4sc(CCC)nn4c3=O)c(O)nc2s1	5	-2.5	11	-10	2

no.	EP2 mod	p97 inhibitor	PGE2 EP2 inh	S1P4 antag
13	2	4	6	-2
14	-8	-4	4	4
15	14	5	7	13
16	-44	-6	0	-4
17	6	4	11	9
18	-8	-4	20	-2
19	24	-3	-1	10
20	79*	-11	11	-22
21	-9	0	2	-18
22	-36	1	6	6
23	-40	3	7	-8
24	-20	0	·	-29

# Additional entries.
no.	Compound	NPY-Y1 PAM-ag	S1P4 agonist	eIF4E 4G PPI	NPY2 pot ag	NPY-Y1 antag
25	CCCN1C2=C(C(=O)CCC2)C(c2ccc(F)cc2)C2=C1c1ccccc1C2=O (stereo unspecified)	-10	3.6	·	-4	-1
26	Cc1ccc2nc(NC(=O)c3ccco3)sc2c1	12	-8.4	4	19	-2
27	Cc1c(C(=O)NCCSCc2ccccc2)cccc1[N+](=O)[O-]	-1	0.0	1	-1	4
28	CC1=C(C)CC(C(=O)N2CCN(Cc3ccccc3)CC2)C(C(=O)O)C1 (stereo unspecified)	3	-0.8	3[fluorescence artefact?]	4	-6
29	COc1cccc(CN(C)CC(=O)Nc2ccccc2N2CCOCC2)c1OC	-7	0.3	-1	-3	8
30	Cc1ccccc1S(=O)(=O)Cc1ccc(C(=O)NCc2cccnc2)o1	-17	-3.8	4	-4	-5
31	Cc1ccc2c(c1)C(O)(C1COC(C)(C)CC1=O)C(=O)N2C (stereo unspecified)	5	1.3	0	1	4
32	COc1cccc(C(=O)CSc2nnc(CNS(C)(=O)=O)n2-c2ccc(C)cc2)c1	-9	3.0	-3	-8	-2
33	Cc1c(CC(=O)O)c(=O)oc2c(C)c(OCc3nn[nH]n3)ccc12	0	-0.9	1	-3	·
34	O=C(CN1CCN(c2ccccn2)CC1)Nc1ccc(Oc2ccccc2)cc1	-29	0.0	0[fluorescence artefact?]	-24	9
35	CCOC(=O)c1cc(-c2nnc(-c3cc(OC)c(OC)c(OC)c3)o2)c(C)nc1C	-6	-2.6	·	3	-4
36	COC(=O)c1ccc(NC(=O)N2CCOCC2)cc1	-1	0.0	0	6	-6

no.	EP2 mod	p97 inhibitor	PGE2 EP2 inh	S1P4 antag
25	30	-1	13	-12
26	-29	-8	18	-9
27	-44	-1	8	-13
28	30	4	8	4
29	-32	-7	6	-22
30	0	-7	9	-12
31	8	0	19	-5
32	6	-9	15	-6
33	-24	-3	9	-5
34	-24	-8	17	1
35	·	0	16	-4
36	7&34	6	6&9	-9

# Next part.
no.	Compound	NPY-Y1 PAM-ag	S1P4 agonist	eIF4E 4G PPI	NPY2 pot ag	NPY-Y1 antag
37	Cc1ccccc1NC(=O)CSc1n[nH]c(-c2ccco2)n1	1	0.5	-4	-1	-1
38	COc1ccc(N(CC(O)CN2C(=O)NC(C)(C)C2=O)S(=O)(=O)c2ccccc2)cc1 (stereo unspecified)	-11	-1.5	-9	-1	4
39	COc1cc(OC)cc(C(=O)NC(C)c2cnn(-c3ccccc3C)c2C)c1 (stereo unspecified)	-3	2.5	0	-1	1
40	CCc1nnc(NC(=O)c2cc(OC)c(OC)cc2[N+](=O)[O-])s1	34	1.9	4	3	-4
41	COc1ccc(-c2nnn(CC(=O)N(C3CCCC3)C(C)C(=O)NC3CCCC3)n2)cc1OC (stereo unspecified)	0	1.1	5	1	7
42	COc1ccccc1N1CCN(/N=C/c2cccc(OC)c2O)CC1	10	1.5	-1	19	5
43	Cc1ccc(C=Nc2cc([N+](=O)[O-])ccc2C)s1	-13	0.8	0	7	-3
44	Cc1cc(N2CCOCC2)nc(NCc2ccccc2)n1	-12	0.9	-3	-12	6
45	O=C(Nc1ccccc1N1CCCCC1)c1cccc(F)c1	-35	0.2	-17	0	14
46	Cc1cc2cc(CCNC(=O)c3ccc(C)c([N+](=O)[O-])c3)c(=O)[nH]c2cc1C	0	0.0	-19	11	2
47	CC(C)[C@H](NC(=O)c1ccccc1)C(=O)OCC(=O)N1CC2(C)CC1CC(C)(C)C2 (stereo partly specified)	2	1.3	15	0	0
48	Cn1c(=O)c2c(ncn2CC(=O)Nc2nc3ccc(F)cc3s2)n(C)c1=O	2	0.5	3	-13	-1

no.	EP2 mod	p97 inhibitor	PGE2 EP2 inh	S1P4 antag
37	16&3	3	12&12	14
38	19	2	10	-13
39	0	1	4	-13
40	12	0	4	-21
41	-19	-1	4	0
42	-31	7	9	-2
43	27	8	9	-6
44	-59	0	24	-8
45	67*	-2	0	-10
46	-10	-9	4	-19
47	12	0	6	-14
48	4	2	10	-9

# (more compounds)
no.	Compound	NPY-Y1 PAM-ag	S1P4 agonist	eIF4E 4G PPI	NPY2 pot ag	NPY-Y1 antag
49	COc1ccc(-n2c(COc3ccc(C)cc3)nnc2SCc2ccc(C#N)cc2)cc1	-17	-1.1	-6	-16	3
50	COc1cccc(C2(O)CCN(C(=O)c3cccs3)CC2)c1	2	-1.0	-4	-10	5
51	CSc1nc2sc3c(c2c2nnnn12)CC(C)(C)OC3	-25	2.0	·	-5	2
52	Cc1nn(CC(N)=O)c(=O)c2ccccc12	-11	2.4	-3	-2	-3
53	COc1ccc(CNc2nc3ccccc3n2CCN2CCCCC2)cc1	-9	-0.3	-1	11	9
54	O=c1c2sccc2nc(SCc2cc(=O)n3cc(Cl)ccc3n2)n1-c1ccc(F)cc1	-13	1.1	0	0	2
55	COc1ccc(OC(=O)c2ccncc2)cc1	12	-1.3	-10	-12	2
56	COc1ccc(/C=N/NC(=O)Cn2cnc3ccccc3c2=O)cc1OC	-16	0.1	0[fluorescence artefact?]	-12	17
57	CC1CCCN(C(=S)NC2CCCC2)C1 (stereo unspecified)	3	-0.7	1	-1	9
58	Cc1ccccc1C(=O)NC(=S)Nc1ccccc1N1CCCC1	-14	0.3	0	-15	4
59	CS(=O)(=O)c1cnc2c(-c3ccc(F)cc3)cnn2c1N	28	0.5	-3	6	-3

no.	EP2 mod	p97 inhibitor	PGE2 EP2 inh	S1P4 antag
49	25	-7	1	-7
50	-14	5	10	1
51	·	3	·	-5
52	0	0	10	2
53	16	1	9	-7
54	34	2	11	-4
55	19	4	7	11
56	-2	4	5	-15
57	13	0	9	15
58	18	-3	11	7
59	-24	-3	2	-13

# Part of the list above, with tabs.
no.	molecule	NPY-Y1 PAM-ag	S1P4 agonist	eIF4E 4G PPI	NPY2 pot ag	NPY-Y1 antag	EP2 mod	p97 inhibitor	PGE2 EP2 inh	S1P4 antag
49	COc1ccc(-n2c(COc3ccc(C)cc3)nnc2SCc2ccc(C#N)cc2)cc1	-17	-1.1	-6	-16	3	25	-7	1	-7
50	COc1cccc(C2(O)CCN(C(=O)c3cccs3)CC2)c1	2	-1.0	-4	-10	5	-14	5	10	1
51	CSc1nc2sc3c(c2c2nnnn12)CC(C)(C)OC3	-25	2.0	·	-5	2	·	3	·	-5
52	Cc1nn(CC(N)=O)c(=O)c2ccccc12	-11	2.4	-3	-2	-3	0	0	10	2
53	COc1ccc(CNc2nc3ccccc3n2CCN2CCCCC2)cc1	-9	-0.3	-1	11	9	16	1	9	-7
54	O=c1c2sccc2nc(SCc2cc(=O)n3cc(Cl)ccc3n2)n1-c1ccc(F)cc1	-13	1.1	0	0	2	34	2	11	-4
55	COc1ccc(OC(=O)c2ccncc2)cc1	12	-1.3	-10	-12	2	19	4	7	11
